ROMK mod: ROMK potassium channel modulators, primary screen, cell-based, thallium flux, MLSMR library; Tet-inducible ROMK, thallium flux fluorescence; actives lie on both sides; 2% of 130,000 active; B-score at 10 µM; AID 1918, 2009; ATP-sensitive inward rectifier potassium channel 1 (Homo sapiens), P48048;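 active = signal ratio slope over the read window, or its plate-corrected B-score, at least 3 SD from the plate mean, either direction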;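 note: B-score of the F/F0 ratio slope over 7 to 12 s after thallium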
Redox H2O2 prof: compounds producing H2O2 with reducing agent – biochemical, NIH compound library profiling, artefact control for MLSCN library redox annotation, primary screen | DTT-dependent redox cycling H2O2, phenol red/HRP absorbance; 100% = 100 µM peroxide control, 0% = buffer | activation, % at 10 µM | 0.03% of 200,000 active | AID 878, 2007;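 active = activation of at least 50% relative to the plate's high and low controls in the primary single-dose screen; inactive = activation below 50%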;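 note: compound incubated with DTT at 0.8 mM final as the reducing agent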
PPARg SRC1 recr: PPARgamma agonists recruiting SRC-1 coactivator, primary screen, biochemical; AID 631, 2007; activation, % at 8 µM; PPARgamma-SRC-1 coactivator recruitment biochemical assay; 0.41% of 200,000 active; Peroxisome proliferator-activated receptor gamma (Homo sapiens), P37231; in the data active = activation above about 19%;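 note: 0% = DMSO and 100% = reference agonist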
Target sequence (P37231 whole entry, looked up): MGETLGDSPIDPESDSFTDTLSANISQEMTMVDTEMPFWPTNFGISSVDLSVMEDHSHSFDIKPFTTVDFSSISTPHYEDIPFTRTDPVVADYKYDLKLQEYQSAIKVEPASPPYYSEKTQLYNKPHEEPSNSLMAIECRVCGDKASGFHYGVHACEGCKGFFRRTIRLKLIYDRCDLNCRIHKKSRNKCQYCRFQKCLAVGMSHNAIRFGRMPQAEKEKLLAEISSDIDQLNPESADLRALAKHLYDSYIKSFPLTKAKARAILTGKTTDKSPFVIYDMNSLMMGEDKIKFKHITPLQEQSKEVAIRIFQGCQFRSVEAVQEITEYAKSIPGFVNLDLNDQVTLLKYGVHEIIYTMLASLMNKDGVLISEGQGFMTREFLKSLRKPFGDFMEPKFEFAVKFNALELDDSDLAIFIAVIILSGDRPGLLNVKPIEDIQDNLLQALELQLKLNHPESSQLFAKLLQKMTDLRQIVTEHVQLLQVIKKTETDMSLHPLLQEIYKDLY
L major viab: Leishmania major promastigote growth inhibition, primary screen; Leishmania major promastigotes, resazurin fluorescence viability; inhibition, % at 10 µM; 9% of 200,000 active; in the data active = inhibition above about 50%;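 note: promastigotes grown with compound for 44 hours at 28 °C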
TLR4-MyD88 BLA: inhibitors of TLR4-MyD88 association in cells, primary screen, cell-based, HeLa CL3-4, BLA complementation, FRET ratio. AID 861, 2007. 0.18% of 200,000 active. inhibition, % at 8.4 µM. HeLa CL3-4 TLR4/MyD88 BLA complementation. Toll-like receptor 4 (Homo sapiens) + Myeloid differentiation primary response protein …; in the data active = inhibition above about 25%;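 note: 0% = vehicle and 100% = reference inhibitor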
S1P3 antagonist: S1P3 receptor antagonists, primary screen, cell-based; AID 485, 2006; Sphingosine 1-phosphate receptor 3 (Homo sapiens), Q99500; 0.27% of 170,000 active; inhibition, % at 4.98 µM; CHO S1P3 NFAT-BLA reporter, FRET fluorescence, antagonist mode;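 active = inhibition above the plate cutoff, the mean inhibition of test wells on that plate plus 3 SD, cut at about 28% in these data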;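 note: cells challenged with S1P at its EC80 of 0.8 µM; blue over green emission ratio from cleaved BLA substrate after 4 h stimulation; 0% = S1P-stimulated wells and 100% = unstimulated DMSO-only wells; some compounds past the cut are filed as inactive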
Target sequence (Q99500 whole entry, looked up): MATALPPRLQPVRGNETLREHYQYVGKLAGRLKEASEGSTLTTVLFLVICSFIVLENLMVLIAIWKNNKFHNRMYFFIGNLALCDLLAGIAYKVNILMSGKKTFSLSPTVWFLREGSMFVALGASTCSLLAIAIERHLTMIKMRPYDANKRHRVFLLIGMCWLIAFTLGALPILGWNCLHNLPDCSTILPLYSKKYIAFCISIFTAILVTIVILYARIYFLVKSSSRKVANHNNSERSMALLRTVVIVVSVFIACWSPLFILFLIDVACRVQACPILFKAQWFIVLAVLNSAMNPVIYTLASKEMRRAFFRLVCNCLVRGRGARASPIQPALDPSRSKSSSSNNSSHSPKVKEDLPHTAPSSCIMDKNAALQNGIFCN
PPARg SRC-2 ag: agonists of PPARg-SRC-2 recruitment, primary screen, biochemical, HTS; Peroxisome proliferator-activated receptor gamma (Homo sapiens), P37231; PPARgamma LBD-SRC-2 recruitment; activation, % at 8 µM; 0.34% of 200,000 active; in the data active = activation above about 22%;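 note: 0% = vehicle and 100% = reference agonist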
PPARg SRC3 recr: PPARgamma agonists recruiting SRC-3 coactivator, primary screen, biochemical | 0.26% of 200,000 active | Peroxisome proliferator-activated receptor gamma (Homo sapiens), P37231 | AID 731, 2007 | activation, % at 8 µM | biochemical PPARgamma/SRC-3 coactivator recruitment assay; in the data active = activation above about 23%;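 note: 0% = DMSO and 100% = reference agonist; some compounds past the cut are filed as inactive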
TR-FRET SRC-2 ct: TR-FRET signal artefacts, primary screen, artefact control for PPARgamma SRC-2 agonist project, biochemical | TR-FRET ratio at 8 µM | 0.4% of 200,000 active | AID 1049, 2008 | TR-FRET artefact counter-screen; hits give high values; in the data active = TR-FRET ratio above about 2000; note: inactives centre near 1500
bIAP act: bovine intestinal alkaline phosphatase activators, primary screen, biochemical, bovine IAP, CDP-star luminescence; alkaline phosphatase, intestinal [Bos taurus]; purified bovine IAP, 30 min; hits give high values; fold of DMSO-control signal, blank-subtracted; activation factor at 20 µM; 0.17% of 200,000 active; AID 1016, 2008;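 active = activation factor of 2 or more at 20 µM, a signal rise over negative controls twice the positive control's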
bIAP inh: bovine intestinal alkaline phosphatase inhibitors, primary screen, selectivity assay for TNAP inhibitor project, biochemical, bovine IAP, CDP-star luminescence | 190,000 tested, under 10 active | alkaline phosphatase, intestinal [Bos taurus] | purified bovine IAP, 30 min | inhibition, % at 20 µM;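 active = over 50% inhibition of intestinal alkaline phosphatase at 20 µM in the single-dose screen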
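Incubation: 30 min reaction at room temperature / Material: purified bovine intestinal alkaline phosphatase (IAP) enzyme / Input: enzyme at 1/65,000,000 dilution / Dosing: 20 µM single dose / Signal: CDP-star luminescence signal / Reagent: CDP-star chemiluminescent phosphatase substrate, 30 µM final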
Active calls of the source: *; nt = no result given.

Screens by letter: A = ROMK mod; B = Redox H2O2 prof; C = PPARg SRC1 recr; D = L major viab; E = TLR4-MyD88 BLA; F = S1P3 antagonist; G = PPARg SRC-2 ag; H = PPARg SRC3 recr; I = TR-FRET SRC-2 ct; J = bIAP act; K = bIAP inh
COc1cc(OC)cc(C(=O)N[C@H](C(=O)OCC(=O)NC(=O)NC(C)(C)C)C(C)C)c1
  A: -0.27	B: -1.8	C: 0	D: 12	E: 9	F: -13	G: -3	H: -3	I: 1520	J: 0.9	K: 6
Cn1c(N)c(C(=O)c2cc(-c3ccccc3)nc3ccccc23)c(=O)n(C)c1=O
  A: 0.009	B: -1.4	C: 1	D: 4	E: 3	F: nt	G: -4	H: 6	I: 1449	J: 1.1	K: -14
N/C(=N\OC(=O)C12CC3CC(CC(C3)C1)C2)c1cccnc1
  A: nt	B: -7.3	C: 2	D: 1	E: 9	F: nt	G: 3	H: -2	I: 1442	J: 0.9	K: 12
Cc1cccc(CN2CCN(C(=O)c3ccccc3F)CC2)c1
  A: 6.2*	B: 1.3	C: 5	D: -6	E: -2	F: -3	G: 4	H: 3	I: 1557	J: 1	K: 4
OCC1(CCc2ccccc2)CCN(Cc2cc(Cl)ccc2O)CC1
  A: -0.37	B: 0.3	C: 1	D: -2	E: -18	F: 0	G: 4	H: 2	I: 1599	J: 1.1	K: -13
O=c1n(-c2ccccc2)c(=O)n2n1CC(O)C2
  A: 0.91	B: -0.7	C: 3	D: -6	E: -15	F: 7	G: 1	H: 4	I: 1652	J: 0.9	K: 7
COC(=O)CCC(=O)Nc1ccccc1C(N)=O
  A: nt	B: 0.1	C: 2	D: -6	E: 1	F: -35	G: -1	H: 5	I: 1604	J: 0.9	K: 10
CCOC(=O)c1nn(-c2ccc(C)cc2)c2nc(Nc3ccccc3)cc(=O)n12
  A: 0.082	B: 0.0	C: 2	D: 1	E: -3	F: nt	G: 3	H: 4	I: 1470	J: 0.9	K: 6
CCN1C(=O)/C(=C\N2CCN(c3ccc(F)cc3)CC2)SC1=S
  A: nt	B: 0.1	C: -1	D: 0	E: -3	F: nt	G: -14	H: 3	I: 1364	J: 1	K: 4
Cc1cc([N+](=O)[O-])ccc1NCc1cccc2ccccc12
  A: nt	B: 2.2	C: 16	D: 6	E: -1	F: nt	G: 3	H: 6	I: 1544	J: nt	K: nt
CCCCCCc1nc2c(=O)[nH]c3ccccc3c2o1
  A: nt	B: 0.1	C: 9	D: -3	E: -6	F: -9	G: -2	H: 2	I: 1703	J: 0.9	K: 11
CCc1cc2c(C)ccc(C)c2nc1SCC(=O)Nc1c[nH]c(=O)[nH]c1=O
  A: -0.53	B: 2.1	C: 3	D: -4	E: -2	F: -2	G: -4	H: 0	I: 1476	J: 1.2	K: -15
Cc1ccccc1N=C(NO)c1nonc1N
  A: 0.77	B: 0.3	C: 11	D: -5	E: -15	F: 0	G: 14	H: 8	I: 1760	J: 1	K: 0
O=C(NC(Cc1c[nH]c2ccccc12)C(=O)O)/C(=C/c1ccco1)NC(=O)c1ccccc1 (stereo not drawn)
  A: 1.9	B: 0.2	C: 6	D: 3	E: -6	F: -8	G: -1	H: 2	I: 1274	J: 1.2	K: -17
COC(=O)c1ccncc1C(=O)Nc1ccc(F)cc1
  A: -1.3	B: -0.5	C: -6	D: -4	E: 6	F: -5	G: 4	H: 2	I: 1556	J: 1	K: -2
COc1ccccc1N1CCN(C(=O)c2cc(-c3ccc4c(c3)OCO4)on2)CC1
  A: nt	B: -0.5	C: -1	D: -1	E: 6	F: -8	G: 2	H: -3	I: 1511	J: 1	K: -2
Nc1nc2nc(-c3ccc(Cl)cc3)cc(C(F)(F)F)n2n1
  A: nt	B: 1.1	C: -2	D: 0	E: -13	F: nt	G: -5	H: 1	I: 1472	J: 1	K: 1
CC(C)(C)C(=O)c1sc(Nc2ccccc2)nc1N
  A: nt	B: 2.6	C: 0	D: 38	E: -15	F: 20	G: 3	H: 1	I: 1354	J: 0.8	K: 21
CS(=O)(=O)Nc1ccc(C(=O)Nc2ccccc2C(=O)N2CCCC2)cc1
  A: nt	B: 2.1	C: -2	D: -3	E: -1	F: 0	G: -2	H: -2	I: 1357	J: 1	K: 0
Cn1c(CN2CCCCC2)nc2cc(NC(=O)c3ccccc3Cl)ccc21
  A: nt	B: 1.6	C: 2	D: -4	E: 2	F: nt	G: -7	H: 0	I: 1413	J: 1	K: -4
O=C(CCCOc1ccccc1)NCc1ccco1
  A: nt	B: 1.5	C: 4	D: -4	E: 9	F: nt	G: 11	H: 3	I: 1588	J: 1	K: 4
O=C(C/C=N\OCc1ccc(Cl)cc1Cl)Nc1ccccc1
  A: 0.19	B: 0.0	C: 6	D: 3	E: 8	F: -23	G: 0	H: 3	I: 1576	J: 1	K: 3
COc1ccccc1C(=O)Nc1sc(C(=O)N2CCCC2)c(C)c1C#N
  A: -0.011	B: -0.4	C: 1	D: 4	E: 0	F: -14	G: 0	H: 5	I: 1657	J: 1	K: 2
COc1ccc(OC)c(NC(=O)C2CCN(S(=O)(=O)c3c(C)noc3C)CC2)c1
  A: -0.14	B: -0.5	C: 1	D: 36	E: 8	F: nt	G: -1	H: -3	I: 1641	J: 1	K: 4
O=C(c1ccco1)N1CCN(C(=O)c2nn3cccnc3c2Cl)CC1
  A: nt	B: 1.3	C: -2	D: -3	E: 1	F: nt	G: -1	H: 3	I: 1584	J: 1.1	K: -14

Given with values under each structure: part of the list above.
Results follow in this order: ROMK mod, Redox H2O2 prof, PPARg SRC1 recr, L major viab, TLR4-MyD88 BLA, S1P3 antagonist, PPARg SRC-2 ag, PPARg SRC3 recr, TR-FRET SRC-2 ct, bIAP act, bIAP inh
> Nc1nc2nc(-c3ccc(Cl)cc3)cc(C(F)(F)F)n2n1
 : nt, 1.1, -2, 0, -13, nt, -5, 1, 1472, 1, 1
> COc1ccccc1C(=O)Nc1sc(C(=O)N2CCCC2)c(C)c1C#N
 : -0.011, -0.4, 1, 4, 0, -14, 0, 5, 1657, 1, 2
> O=C(c1ccco1)N1CCN(C(=O)c2nn3cccnc3c2Cl)CC1
 : nt, 1.3, -2, -3, 1, nt, -1, 3, 1584, 1.1, -14

(cont.)
Screens by letter: A = ROMK mod; B = Redox H2O2 prof; C = PPARg SRC1 recr; D = L major viab; E = TLR4-MyD88 BLA; F = S1P3 antagonist; G = PPARg SRC-2 ag; H = PPARg SRC3 recr; I = TR-FRET SRC-2 ct; J = bIAP act; K = bIAP inh
COCCNC(=O)CSc1nc2cc(OC)c(OC)cc2c(=O)n1Cc1ccco1
  A: nt	B: 19	C: 0	D: 4	E: -11	F: nt	G: 8	H: 3	I: 1564	J: 1	K: -1
COc1ccc(C2CC(c3cccs3)=NN2S(=O)(=O)c2ccc(C)cc2)cc1 (stereo not drawn)
  A: nt	B: 0.6	C: 5	D: 0	E: -2	F: nt	G: -1	H: 20	I: 1690	J: nt	K: nt
COc1ccc(NC(=O)C(C)Sc2nnc3c4c(nc(-c5ccc(OC)cc5)n23)CC(C)(C)OC4)cc1 (stereo not drawn)
  A: nt	B: 0.5	C: -2	D: 7	E: 2	F: -5	G: 1	H: 2	I: 1652	J: 1.1	K: -5
CCC(=O)N1CCc2cc(Br)cc(S(=O)(=O)NCCN3CCCCC3CC)c21 (stereo not drawn)
  A: -2.1	B: -0.7	C: -1	D: 12	E: -4	F: nt	G: 2	H: -4	I: 1568	J: 1	K: -1
O=C(Nc1nc2nccc(-c3ccccc3)n2n1)c1ccc(F)cc1
  A: nt	B: -0.3	C: -4	D: -2	E: -21	F: 4	G: -4	H: -2	I: 1678	J: 1	K: -3
CCOc1ccc(/C(O)=C2/C(=O)C(=O)N(CC3CCCO3)C2c2ccco2)cc1 (stereo not drawn)
  A: nt	B: -2.4	C: 7	D: -8	E: 5	F: nt	G: 11	H: 7	I: 1688	J: 0.9	K: 6
CCOC(=O)C(Cc1ccccc1)NS(=O)(=O)c1ccc(NC(C)=O)cc1 (stereo not drawn)
  A: 0.32	B: 0.1	C: -2	D: -1	E: 11	F: -5	G: -7	H: -7	I: 1491	J: 1	K: -1
Cc1ccc(OCC(=O)O/N=C(\N)Cc2ccc(Cl)cc2)cc1
  A: nt	B: 0.0	C: 5	D: -3	E: 4	F: nt	G: 3	H: 6	I: 1659	J: 0.9	K: 8
Cc1cccc(C(=O)NC(=S)NNC(=O)COc2ccc(Cl)cc2)c1
  A: 3.3*	B: 0.3	C: 9	D: -1	E: -3	F: -11	G: 12	H: 3	I: 1691	J: 1.1	K: -14
CCOC(=O)C1=C(C)Nc2ncnn2C1c1cc(Br)ccc1F (stereo not drawn)
  A: nt	B: -2.6	C: 2	D: 1	E: -14	F: 19	G: 0	H: 1	I: 1395	J: 0.9	K: 12
O=C(NCCCN1CCCC1=O)c1ccc2c(c1)NC(=O)C(N1CCOCC1)S2 (stereo not drawn)
  A: 0.14	B: 1.6	C: 6	D: -1	E: -14	F: -33	G: -4	H: 7	I: 1637	J: 1	K: 4
CCOP(=O)(OCC)C(NC(=O)Nc1ccc(Cl)cc1)C(N)=O (stereo not drawn)
  A: 0.79	B: -0.2	C: 5	D: -5	E: -1	F: -4	G: 0	H: 1	I: 1432	J: 0.9	K: 13
CN(C)CCCN(C(=O)CCOc1ccccc1)c1nc2c(F)cccc2s1
  A: -0.27	B: -0.2	C: -3	D: 50*	E: 19	F: 6	G: 3	H: 4	I: 1615	J: 1	K: 4
COc1ccccc1/C=N/NC(=O)Cn1cnc([N+](=O)[O-])n1
  A: -0.26	B: 0.0	C: -8	D: 4	E: -7	F: 23	G: 8	H: 3	I: 1433	J: 0.9	K: 7
CCOc1cc2[nH]c(=O)n(CCc3ccc(OC)c(OC)c3)c(=O)c2cc1OCC
  A: 1.3	B: 1.7	C: -2	D: 17	E: 2	F: -17	G: -4	H: 2	I: 1622	J: 0.9	K: 8

Entries of single compounds, looked up by structure. Values in the order: ROMK mod | Redox H2O2 prof | PPARg SRC1 recr | L major viab | TLR4-MyD88 BLA | S1P3 antagonist | PPARg SRC-2 ag | PPARg SRC3 recr | TR-FRET SRC-2 ct | bIAP act | bIAP inh
Entry for Cc1ccc(OCC(=O)O/N=C(\N)Cc2ccc(Cl)cc2)cc1 → nt | 0.0 | 5 | -3 | 4 | nt | 3 | 6 | 1659 | 0.9 | 8
Entry for CCOC(=O)C1=C(C)Nc2ncnn2C1c1cc(Br)ccc1F (stereo not drawn) → nt | -2.6 | 2 | 1 | -14 | 19 | 0 | 1 | 1395 | 0.9 | 12

Compound activity: PubChem BioAssay, several laboratories
